# DRD3 antagonist: D3 dopamine receptor (human) antagonism | max response, negative = inhibition, % | P35462 | D3R cells, DiscoveRx beta-arrestin luminescence, antagonist mode; hits give low values | 2.5% of 360,000 active; in the data active = max response below about -50%; inconclusive = no clear call, values can overlap the other calls; also: % is scaled to controls: 0 for no effect and ±100 for the full control effect; mostly tested at two doses, the higher about 12 µM
# Target sequence (P35462 whole entry, looked up): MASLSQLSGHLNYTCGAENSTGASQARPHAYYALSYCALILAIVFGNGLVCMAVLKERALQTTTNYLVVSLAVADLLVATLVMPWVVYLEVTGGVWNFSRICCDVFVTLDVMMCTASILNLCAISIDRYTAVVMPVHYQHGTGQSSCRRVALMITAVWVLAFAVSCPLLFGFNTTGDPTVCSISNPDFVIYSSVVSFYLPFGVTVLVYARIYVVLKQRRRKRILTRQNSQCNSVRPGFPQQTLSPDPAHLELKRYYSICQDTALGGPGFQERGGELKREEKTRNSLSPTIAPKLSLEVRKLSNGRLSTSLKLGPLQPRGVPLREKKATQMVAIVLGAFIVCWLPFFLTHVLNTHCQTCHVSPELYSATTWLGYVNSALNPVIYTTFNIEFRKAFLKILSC
#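 Cells plated overnight at 1500 cells/well, then exposed to library compounds with dopamine controls for 90 minutes at 37 degrees C. DiscoveRx reagent added for 30–60 minutes at room temperature; luminescence read, quantitative HTS format.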
# SW480 rerep: inducers of DNA re-replication in SW480 colon cancer cells; SW480 DNA re-replication, Hoechst DNA content imaging, 48 h; 1.8% of 340,000 active; Potency, µM (highest dose often 46.1 µM), without a hit: top-dose re-replication activation, actives largely listed as activators; also: potency is read from the fitted curve at half-maximal effect; % of control where 0% means no effect; nearly all actives have a fitted effect of over 55% in size
#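 Image-based read-out: total Hoechst fluorescence of nuclei (405 nm excitation, 500-530 nm emission), with hits raising the fraction of high-intensity nuclei. SW480 colon cells incubated 48 hr with compounds at 37 C.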
# HT1080 IDH1KD tx: kills HT-1080 cells with IDH1 knockdown; Potency, µM (series often up to 46.1 µM), for inactives: at the top dose activity, negative = toxicity, hits mostly cytotoxic; 2% of 360,000 active; HT-1080 IDH1 knockdown viability, ATP luminescence, 48 h;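 also: potency is read from the fitted curve at half-maximal effect; 0% = DMSO wells and -100% = cell-free medium wells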
#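 Cytotoxicity counter-line: IDH1KD HT-1080, 48 h, CellTiter-Glo. Curves classed by r2, magnitude and activity.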
# KB-3-1 cytotox: KB-3-1 parental cell cytotoxicity | Potency, µM (titrated, usually from 46.1 µM), for the others: at the highest dose activity change, negative = cytotoxic, usual class: cytotoxic | KB-3-1 viability, CellTiter-Glo ATP luminescence, 72 h | 1.4% of 400,000 active; also: potency is read from the fitted curve at half-maximal effect; % is scaled to controls: 0 for no effect and ±100 for the full control effect; nearly all actives have a fitted effect of over 60% in size
#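 Multi-concentration cytotoxicity screen in KB-3-1 cells grown in DMEM lacking phenol red with 10% FBS. After 72 h at 37 °C with compound, ATP-dependent luminescence was recorded.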
# D3 ag: agonists of human D3 dopamine receptor | P35462 | D3R DiscoveRx beta-arrestin cells, luminescence, 90 min | max activation, % | 0.58% of 410,000 active | AID 652048; in the data active = max activation above about 30%; also: 0% is about no effect; mostly tested at two doses, the higher about 12 µM
#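 Cells at 1500/well, incubated overnight, then treated with pinned compounds (dopamine as control) for 90 min at 37 degrees C. DiscoveRx reagent added for 30 - 60 minutes at room temperature; luminescence read.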
# HT1080NT lethal: kills 2HG-producing HT-1080-NT fibrosarcoma cells; HT-1080-NT fibrosarcoma viability, CellTiter-Glo ATP luminescence, 48 h; Potency, µM (titrated, usually from 46.1 µM), for inactives: top-dose activity, negative = less viability, actives largely listed as cytotoxic; 1.6% of 360,000 active;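 also: NT is the 2HG producing partner of a matched IDH1 knockdown line; potency is read from the fitted curve at half-maximal effect; 0% = DMSO-treated cells and -100% = media-only wells without cells; nearly all actives have a fitted effect of over 55% in size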
#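 Compounds were tested in concentration-response format on HT-1080-NT cells for 48 hours at 37 degrees C. Cell viability came from CellTiter-Glo luminescence; curves were classified by r2, response magnitude and activity.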
# KB-V1 MDR tox: KB-V1 MDR subline cytotoxicity; KB-V1 MDR cells viability, CellTiter-Glo, 72 h; Potency, µM (series often up to 46.1 µM), inactives show top-dose activity change, negative = cytotoxicity, most hits filed as cytotoxic; 3.4% of 400,000 active; AID 1347076; also: potency is read from the fitted curve at half-maximal effect; % is scaled to controls: 0 for no effect and ±100 for the full control effect; nearly all actives have a fitted effect of over 60% in size
#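 In this primary screen, KB-V1 cells overexpressing P-gp are incubated with library compounds (lowest to highest concentration) for 72 h at 37 degrees C before a luminescent ATP viability read.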
# GLP1R ag: GLP-1 receptor (human) agonism | P43220 | HEK293 GLP-1R CRE-luciferase, luminescence, 4-6 h; cells express a hypersensitive GLP-1R form | Potency, µM (titrated, usually from 45.6 µM), for inactives: top-dose activation, most hits filed as activators | 0.007% of 380,000 active | AID 624172; also: potency is read from the fitted curve at half-maximal effect; % of control where 0% means no effect
# Target sequence (P43220 whole entry, looked up): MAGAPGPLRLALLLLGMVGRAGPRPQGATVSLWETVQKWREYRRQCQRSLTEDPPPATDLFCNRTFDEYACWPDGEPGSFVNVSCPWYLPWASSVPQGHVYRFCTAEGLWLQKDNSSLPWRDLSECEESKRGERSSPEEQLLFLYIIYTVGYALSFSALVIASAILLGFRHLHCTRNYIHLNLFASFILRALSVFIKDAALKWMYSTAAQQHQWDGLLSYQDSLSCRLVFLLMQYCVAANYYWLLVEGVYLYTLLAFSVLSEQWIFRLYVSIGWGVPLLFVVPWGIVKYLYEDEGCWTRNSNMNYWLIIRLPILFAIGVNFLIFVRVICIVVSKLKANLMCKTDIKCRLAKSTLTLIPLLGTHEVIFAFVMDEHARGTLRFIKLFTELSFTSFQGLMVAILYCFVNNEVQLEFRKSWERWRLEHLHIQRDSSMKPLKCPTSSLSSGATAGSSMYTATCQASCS
# IL1B secr inh: inhibitors of inflammasome signaling (IL-1 beta secretion) | THP-1 LPS/ATP IL-1B secretion, AlphaLISA, 16 h; hits give low values | AID 743279 | 4.7% of 360,000 active | activity change, % at 57.5 µM; in the data active = activity change below about -50%; inconclusive = mostly about -30% to -49%; also: % is scaled to controls: 0 for no effect and ±100 for the full control effect
#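 Secreted IL-1B measured by AlphaLISA bead assay after 16 h compound exposure of THP-1 cells; compounds (final up to 57.5 uM) added 1 h before LPS (250 ng/mL) and ATP (1.25 mM) stimulation; lower signal means less secretion.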
# Active calls of the source: *; i = inactive; ? = inconclusive; · = no result given; & = joins results of further samples; [ ] = remark or other dose. Unless noted, calls follow the shape of the dose curve; as a rule, active = well fitted curve in the direction sought with a large enough effect; inconclusive = small, poorly fitted or top-dose-only effect, or another doubt; inactive = no such curve, though single readings can be large; an effect the other way counts as inactive or inconclusive.
# The line under a structure holds: IL1B secr inh	KB-3-1 cytotox	SW480 rerep	KB-V1 MDR tox	DRD3 antagonist	GLP1R ag	HT1080 IDH1KD tx	HT1080NT lethal	D3 ag
CC(=O)Nc1cccc(NC(=O)CS(=O)(=O)c2cn(CC(=O)N3CCCC3)c3ccccc23)c1
    i	-15%	-6%	2%	6	-3%	27%	18%	3
Cc1ccc(C)c(N2CCN(S(=O)(=O)c3ccc(-c4coc(C)n4)cc3)CC2)c1
    ·	12%	·	?	·	-8%	·	·	-1
Cc1csc(N2CCCC2=O)n1
    15	21%	4%	3%	-24	1%	8%	-3%	-14
Cc1cc(C)c(C)c(S(=O)(=O)Nc2ccc3cn[nH]c3c2)c1C
    6	-19%	-2%	?	-10	12%	-27%	-20%	1
COc1ccc(C2=NO[C@@H]3C(=O)N(c4c(C)cccc4C)C(=O)[C@H]23)cc1OC
    0	-6%	-12%	0%	-10	-3%	-5%	-1%	-5
CC(SCC(=O)NC(C)C1CC2CCC1C2)C(=O)O (configuration not stated)
    13	20%	0%	10%	0	-1%	19%	18%	9
CC(=O)Nc1ccc(NS(=O)(=O)c2ccc(C)cc2)cc1[N+](=O)[O-]
    ·	6%	-1%	-6%	-4	3%	-22%	-7%	-9
Cc1c(C(=O)Nc2c(F)cc(F)cc2Br)sc2ncn(CC(=O)N3CCCC3)c(=O)c12
    27	5%	13%	11%	-7	-3%	-5%	-26%	0
Cc1ccccc1CN1CCN(C(C)C(=O)NNC(=O)c2ccc(F)cc2)CC1 (configuration not stated)
    0	-5%	-19%	-13%	-22	-3%	6%	11%	-21
CC(C)(C)CC(=O)Nc1ccc(-c2nnc3n2CCCCC3)cc1
    -13	12%	-15%	?	3	-4%	9%	15%	4
Cc1ccc2[nH]c(O)c(N=NC(=O)C3CC3c3ccccc3)c2c1Br (configuration not stated)
    7	0%	?	?	-1	12%	10%	7%	6
CCn1c(/C(C#N)=N/O)nc2ccccc21
    24	16%	-2%	?	2	1%	7%	6%	2
COc1ccc(OC)c(NC(=O)COC(=O)CCS(=O)(=O)c2ccc(Cl)cc2)c1
    15	19%	4%	?	-15	-4%	?	-4%	-10
O=C(CCNC(=O)c1ccc(Cl)cc1)Nc1cc(C(F)(F)F)ccc1N1CCOCC1
    -13	-1%	·	?	9	4%	-6%	-15%	2
O=C(Nc1ccc(Cl)cc1F)c1cccc2ccccc12
    0	1%	-6%	10%	15	6%	0%	3%	6
FC(F)(F)c1ccccc1Nc1nccs1
    7	-7%	-10%	-7%	-20	-23%	1%[9.24 µM]	0%	5
O=C(CN(Cc1ccco1)C(=O)CNS(=O)(=O)c1ccc(F)cc1)NCc1ccco1
    17	6%	-9%	15%	-16	3%	9%	3%	-3
C/C(=N\N=C(/N)SC1CC(=O)N(c2cccc(Cl)c2)C1=O)c1cccs1 (configuration not stated)
    -17	-6%	3%	-1%	-8	7%	?	?	-4
CC1=C([N+](=O)[O-])C(c2ccc3c(c2)OCO3)N(C)C(=O)N1C (configuration not stated)
    -2	1%	?	2%	-13	16%	-3%	9%	-6
CCc1ccc(-n2c(=O)c3c4c(sc3n(CC(=O)c3ccc(Br)cc3)c2=O)CCC4)cc1
    ·	0%	·	8%	·	-2%	·	·	-10
Cc1cccc(C)c1Nc1nnc(SCC(=O)c2ccc3c(c2)NC(=O)CO3)s1
    47	3%	1%	1%	20	-4%	7%	2%	6
Cc1ccc(Nc2n[nH]c(=S)s2)cc1C
    -17	-4%	·	-13%	-26	26%	13%	-1%	4
Cc1ccc(N2C(=O)C3C4C=CC(CC4)C3C2=O)cc1Br (configuration not stated)
    7	5%	-2%	0%	-10	-6%	2%	14%	-1
COc1cc(/C=C/C(=O)OCC(=O)N(C)CC(=O)Nc2ccc(F)cc2)ccc1OC(F)F
    15	-28%	5%	?	6	13%	3%	-4%[9.24 µM]	10
CCOC(=O)c1c(C)[nH]c(C)c1C(=O)COC(=O)CCOc1ccccc1OC
    0	13%	-2%	2%	13	-1%	0%	5%	2
COc1ccccc1N(C1=NCCCS1)S(=O)(=O)c1ccc(C(C)(C)C)cc1
    -9	?	13%	23µM*	-12	13%	-3%	-4%	-16
COc1cccc(CN2CCC(C(=O)N3CCN(Cc4ccc5c(c4)OCO5)CC3)CC2)c1
    0	-8%	8%	0%	?	3%	-16%	-9%	-5
Cc1cc(Nc2ccccc2O)c2ccccc2n1
    -63*	-13%	?	-13%	12	7%	0%	-25%	0
COCc1cc(N2CCOCC2)nc(-c2ccccc2)n1
    ?	-30%	?	-25%	0	13%	-2%	-6%	-14
CCCCC(NC(=O)CCc1c(C)c2cc3c4c(oc3c(C)c2oc1=O)CCCC4)C(=O)O (configuration not stated)
    18	6%	-14%	-6%	9	4%	-8%	-5%	1
Cc1cc(C)cc(N(C(=O)c2ccccn2)C(C(=O)NC2CCCCC2)c2cccs2)c1 (configuration not stated)
    7	-4%	0%	0%	7	2%	?	-9%	2
Cc1cc(N/N=C/c2ccccc2)nc(N2CCOCC2)n1
    -23	2%	3%	2%	-4	1%	-19%	0%	12
CCc1ccc(CN(C)C(=O)c2ccc3c(c2)OCCO3)cc1
    18	3%	-15%	1%	9	6%	2%	9%	0
O=S(=O)(NCCNS(=O)(=O)c1ccccc1)c1ccccc1
    2	-4%	0%	-20%	4	1%	9%	0%	-15
CC1CN(Cc2cc(=O)[nH]c(C(C)C)n2)CC(C)O1 (configuration not stated)
    -7	7%	-1%	-27%	?	-2%	1%	0%	-5
CCOc1cc(N2CCOCC2)c(OCC)cc1NC(=O)c1ccc(S(=O)(=O)N2CC(C)OC(C)C2)cc1 (configuration not stated)
    13	-2%	-8%	9%	17	7%	8%	6%	0
O=C(O)CCC(=O)N1CCC(C(=O)c2cccc(Cl)c2)CC1
    13	10%	-12%	7%	14	-14%	-13%	-3%	1
CCc1nnc(NS(=O)(=O)c2ccc(NC(=O)OC)cc2)s1
    0	-17%	-6%	-3%	13	0%	-10%	?	-9
COc1ccc(CN(Cc2cc3cc(C)ccc3[nH]c2=O)C(=O)N(C)C)cc1
    -2	-4%	5%	-1%	34	-3%	1%	-2%	3
COc1ccc(-n2nc3c(c2NC(=O)c2ccc4c(c2)OCO4)CS(=O)(=O)C3)cc1
    -1	?	3%	11%	-25	4%	0%	-5%	2
C=CCn1cc(C(=O)c2cc(Br)ccc2O)cc(C#N)c1=O
    -9	-4%	-3%	-11%	10	8%	0%	-18%	6
COc1cc(CN2CCCC(CO)(Cc3cccc(Cl)c3)C2)cc(OC)c1O (configuration not stated)
    -17	-2%	?	-9%	9	4%	0%	-13%	-9
CC(C)(C)N1C(=O)c2ccccc2NC(=O)N1Cc1ccc(Br)cc1
    -14	-11%	13%	?	-15	-1%	2%	-18%	-2
O=C(CSc1nnc2ccccn12)Nc1ccccc1Cl
    ?	-18%	-10%	-24%	1	10%	2%	4%	4
COc1ccc(CNC(=O)CSc2nnc(NC(=O)c3ccccc3F)s2)cc1
    3	4%	-2%	-29%	8	1%	13%	7%	5
Cc1ccc(C)c(OCc2nnc(NC(=O)c3ccco3)s2)c1
    10	-3%	-2%	6%	-13	-8%	?	-20%	0
CCOc1ccc2c(c1)OC(c1ccccc1)(C(F)(F)F)NC2=O (configuration not stated)
    17	1%	-1%	27%	5	10%	-21%	-12%	-10
COc1ccc(S(=O)(=O)NC(C)C(=O)N2CCCC2)cc1Cl (configuration not stated)
    0	0%	-9%	?	11	-1%	-5%	-6%	5
O=C(Nc1ncccc1O)C1CCN(S(=O)(=O)c2ccc3ccccc3c2)CC1
    2	-7%	-6%	-28%	5	-8%	-4%	-7%	-4
COc1cc(Cl)cc(C(=O)O)c1OCC(=O)O
    -8	9%	-5%	1%	-15	0%	9%	13%	-1

# The last three records of the section above come first, to join the parts:
# The line under a structure holds: IL1B secr inh	KB-3-1 cytotox	SW480 rerep	KB-V1 MDR tox	DRD3 antagonist	GLP1R ag	HT1080 IDH1KD tx	HT1080NT lethal	D3 ag
COc1ccc(S(=O)(=O)NC(C)C(=O)N2CCCC2)cc1Cl (configuration not stated)
    0	0%	-9%	?	11	-1%	-5%	-6%	5
O=C(Nc1ncccc1O)C1CCN(S(=O)(=O)c2ccc3ccccc3c2)CC1
    2	-7%	-6%	-28%	5	-8%	-4%	-7%	-4
COc1cc(Cl)cc(C(=O)O)c1OCC(=O)O
    -8	9%	-5%	1%	-15	0%	9%	13%	-1
Cc1ccc(CC(CC(=O)O)C(=O)NC2CCCCC2)cc1 (configuration not stated)
    -3	-4%	-4%	4%	0	10%	-2%	-1%	0
CCOC(=O)c1ccc(Oc2nc(SC)nc(N(C)C)n2)cc1
    12	-5%	4%	-15%	38	27%	5%	7%	-3
O=C(C1CCCCC1)N1C[C@@H](n2cc(C3CC3)nn2)[C@H](O)C[C@@H]1c1ccc(Cl)cc1
    11	-1%	·	-16%	28	-5%	-28%	-9%	9
COc1ccc(CCNC(=O)c2cn(C)c3ccc(S(=O)(=O)N4CCOCC4)cc3c2=O)cc1OC
    ?	-11%&12%	?	?	1	16%	0%	-8%	-4&1
CCn1c(SCc2c(F)cccc2Cl)nnc1-c1ccco1
    ?	-7%	-5%	1%	10	9%	-4%	5%	20
O=C(CSc1nn(-c2ccc(F)cc2)c(=S)s1)NC1CCS(=O)(=O)C1 (configuration not stated)
    -9	-4%	-37%[inhibitor]	-6%	-14	4%	0%	6%	-1
N#CC(=C1CCCC1)c1nc(-c2cc3ccccc3oc2=O)cs1
    8	-2%	1%	1%	12	-3%	9%	13%	9
